TTR transcr act: TTR transcription activators in neuroblastoma reporter cells, primary screen, cell-based, luminescence, SH-SY5Y, TTR promoter Gaussia luciferase. 100% = recombinant luciferase protein wells. activation, % at 16.7 µM. actives 1.3% (n = 92,000);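 active = activation above the mean of all tested compounds plus 3 SD, cut at about 9.5% in these data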;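 note: cells exposed to compounds for one day before reading; 0% = median of all test compound wells on the plate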
The depositor's hits bear a star. A portion of the library (hit frequency here may not be typical).

Start of the data: the first 5 entries (preview)
TTR transcr act | compound
1.9 | O=C(Nc1ccccc1)c1ccc(NCC2CCCO2)c([N+](=O)[O-])c1 (stereo not drawn)
3.4 | CCN(CC(=O)NC(=O)NC1CCCCC1)Cc1ccccc1
0.1 | Cc1cccc(NC(=O)N(Cc2cc3cc(C)cc(C)c3[nH]c2=O)CC2COCCO2)c1 (stereo not drawn)
2.5 | Cc1cccc(C)c1-n1nnnc1C1(C)CCC(=O)N1Cc1cccnc1 (stereo not drawn)
-2.0 | CCOC(=O)C(C)(C)n1nnc(-c2ccc([N+](=O)[O-])cc2)n1

The listing, repeating the preview:
TTR transcr act | compound
1.9 | O=C(Nc1ccccc1)c1ccc(NCC2CCCO2)c([N+](=O)[O-])c1 (stereo not drawn)
3.4 | CCN(CC(=O)NC(=O)NC1CCCCC1)Cc1ccccc1
0.1 | Cc1cccc(NC(=O)N(Cc2cc3cc(C)cc(C)c3[nH]c2=O)CC2COCCO2)c1 (stereo not drawn)
2.5 | Cc1cccc(C)c1-n1nnnc1C1(C)CCC(=O)N1Cc1cccnc1 (stereo not drawn)
-2.0 | CCOC(=O)C(C)(C)n1nnc(-c2ccc([N+](=O)[O-])cc2)n1
-0.5 | O=C(CSc1ncnc2c1cnn2-c1ccc(F)cc1)NCc1ccc2c(c1)OCO2
1.4 | Cc1nc(N=C(N)N)nc2c(C)cccc12
0.2 | C[C@@H]1CN([C@@H](C)CO)C(=O)CCCn2cc(nn2)CO[C@H]1CN(C)C(=O)CCCN(C)C
-1.0 | CC1CCCN(C(C(=O)NC2CCCCC2)c2cc3c(cc2[N+](=O)[O-])OCO3)C1 (stereo not drawn)
5.5 | C=CC[C@H](CC(=O)NCCO)C(=O)N[C@H](COC(=O)[C@@H](CC=C)CC(=O)OC(C)(C)C)Cc1ccccc1
-2.1 | CC(NC(=O)c1ccc(C23CC4CC(CC(C4)C2)C3)cc1)C(=O)O (stereo not drawn)
3.4 | COc1cc(-c2c(C(=O)c3ccccc3)[nH]c(N)c2C(N)=O)ccc1O

Reformatted comma-delimited: part of the list above
SMILES,TTR transcr act
O=C(Nc1ccccc1)c1ccc(NCC2CCCO2)c([N+](=O)[O-])c1 (stereo not drawn),1.9
Cc1nc(N=C(N)N)nc2c(C)cccc12,1.4
COc1cc(-c2c(C(=O)c3ccccc3)[nH]c(N)c2C(N)=O)ccc1O,3.4
O=C(CSc1ncnc2c1cnn2-c1ccc(F)cc1)NCc1ccc2c(c1)OCO2,-0.5
CCN(CC(=O)NC(=O)NC1CCCCC1)Cc1ccccc1,3.4

New compounds follow
TTR transcr act | compound
-2.7 | Cc1ccc(CNC(=O)C2CC(c3cccc([N+](=O)[O-])c3)=NO2)o1 (stereo not drawn)
-0.4 | CC(=O)c1cccc(OC(=O)c2ccccc2)c1
0.2 | N#Cc1c(-c2ccccc2)cc(-c2ccc3c(c2)OCO3)[nH]c1=O
-0.5 | O=C(CSc1nc(C2CCCCC2)nc2ccccc12)NCc1ccco1
-1.0 | COc1cc(C2C(=O)N(C3CCCC3)CC(=O)N2Cc2ccco2)ccc1OC(C)C (stereo not drawn)
-0.6 | O=C1CC(=O)CC(c2ccccc2)C1
2.8 | Cc1ccc(-n2cc(CN3CCC(CO)(Cc4ccccc4)CC3)cn2)cc1
2.3 | CCCS(=O)(=O)n1nc(-c2ccc(OC)cc2OC)cc1N
-0.5 | CCN(CC)S(=O)(=O)c1cc(C(=O)Oc2ccccc2OC)ccc1OC
1.9 | CCOc1cc2[nH]c(=S)n(CCC(=O)NCc3ccco3)c(=O)c2cc1OCC
-2.2 | CCc1nnc(NC(=O)c2ccc(Cl)nc2)s1
-3.0 | CCOC(=O)c1c(-c2ccc(OC)cc2)csc1/N=C/C1=C(O)CCCC1=O
-1.3 | CC(C)C(=O)NC(=S)Nc1ccccc1C(=O)Nc1ccccc1
-0.1 | CCOc1ccc(C(=O)N/N=C/c2c(C)[nH]c(=O)[nH]c2=O)cc1
6.2 | CSc1ccc(Cl)c(C(=O)OCC(=O)N2CC(C)OC(C)C2)c1 (stereo not drawn)
3.7 | Cc1cc(N/N=C/c2ccccc2O)nc(-c2ccccc2O)n1
2.6 | O=C(CCNC(=O)c1ccccc1)Nc1ccc(Cl)c(S(=O)(=O)N2CCCCC2)c1
0.5 | CC(C)Oc1c(N2CCOCC2)c(=O)c1=O
0.6 | Cc1cccc(C)c1OCC(=O)N/N=C/C=C/c1ccco1
-5.1 | CN1/C(=C\C=C2/SC(=S)NC2=O)C(C)(C)c2ccccc21
-4.6 | Cc1cc2c(=Cc3ccc(N(C)C)cc3)c3ccccc3n2[n+]1C
-0.7 | Cc1c(C(=O)Oc2cc(N)n(S(C)(=O)=O)n2)cccc1[N+](=O)[O-]
1.8 | CN(CC(=O)Nc1cccnc1)S(=O)(=O)c1ccccc1
-1.1 | CCCCCCN1C[C@H](n2cc(C3CC3)nn2)[C@@H](O)C[C@@H]1c1ccccc1
2.7 | CCn1nc(NC(=O)COC)c2cc3cc(C)ccc3nc21
-0.4 | Cc1ccc(N(Cc2ccc([N+](=O)[O-])cc2)C(=O)c2ccco2)cc1C
-3.5 | O=C(Nc1ccc(Br)cn1)c1ccc(Br)s1
-0.1 | O=C(Cc1ccc(Br)cc1)Nc1ccc(Cl)cc1
-1.5 | C[C@@H]1CC=C[C@H]2[C@H]1C(=O)N(Cc1ccccc1)[C@H]2c1ccc(-c2ccc(N(C)C)cc2)cc1F
0.6 | COCCCn1c(SCC(=O)Nc2ccc(C)cc2)nc2ccccc2c1=O
-0.4 | Cc1ccc(N(CC(=O)NN=C2CCN(C)CC2)S(=O)(=O)c2ccccc2)c(C)c1
-1.2 | COc1ccccc1C(=O)Oc1ccc2c(c1)O/C(=C\c1ccncc1)C2=O
0.0 | CC(=O)c1ccc2c3c(ccc([N+](=O)[O-])c13)CC2
0.5 | CCOC(=O)NC(=O)/C(C#N)=N\Nc1cccc(OC)c1
1.8 | Cc1cccc(NC(=O)C2CC3CCC2C3)c1C (stereo not drawn)
0.4 | CCOc1ccc(-c2nc(-c3cccs3)c(CC(=O)O)s2)cc1OC
-0.3 | N#CCc1ccc(NC(=O)CSc2nnc(C3CC3)n2C2CC2)cc1
-1.5 | CCN1C(c2ccccc2)=C(c2ccccc2)S/C1=C/C=C1\SC(=S)N(C)C1=O
0.5 | CN(C)Cc1c(O)ccc2c(=O)c(-c3ccccc3)c(C(F)(F)F)oc12
-1.0 | CCOc1cc(N2CCOCC2)c(OCC)cc1NC(=O)COC(=O)c1ccc([N+](=O)[O-])o1
-0.4 | O=C(C1CCCO1)N1CCN(C(=S)Nc2ccc(F)cc2)CC1 (stereo not drawn)
0.4 | CCOC(=O)C(C#N)C(Cc1ccccc1)c1ccco1 (stereo not drawn)
-3.2 | O=C1/C(=C\c2ccncc2)CCc2ccccc21
-0.4 | CCOc1cccc2cc(C(=O)N3CCN(C/C=C/c4ccccc4)CC3)c(=O)oc12
-1.3 | COc1ccc(C2C=C(Nc3ccccc3)C(=O)N2c2ccccc2)cc1OC (stereo not drawn)
-0.4 | COc1ccc(/C=C/c2nnc(NC(=O)C(C)(C)C)s2)cc1
2.5 | Cc1[nH]c2ccccc2c1/C=C(\C#N)C(=O)NC1CC1
-0.7 | Brc1ccc2nc(-c3ccco3)c(Cc3ccsc3)n2c1
1.4 | O=C(CC[C@H]1O[C@@H](n2ccc(=O)[nH]c2=O)[C@H](O)[C@@H]1O)N[C@@H](Cc1ccccc1)C(=O)NCC1CCCCC1
0.5 | O=C(Cn1c(=O)oc2cc(S(=O)(=O)N3CCCC3)ccc21)NCc1ccc(F)cc1
-1.4 | CNC(=S)N/N=C(\C)c1ccc(-n2ccnc2)cc1
-2.2 | [O-]/C(=C(\C(=S)Nc1cccc2ccccc12)[n+]1ccccc1)c1cccs1
0.6 | Cc1c(CCOC(=O)c2cc([N+](=O)[O-])ccc2Cl)sc[n+]1CCCCS(=O)(=O)[O-]
3.1 | CCc1ccccc1SCc1noc(C(=O)NCC2CCCO2)c1C(=O)O (stereo not drawn)
0.4 | COCCCNC(=S)Nc1cc(C)c(C)cc1C
-1.3 | CNS(=O)(=O)c1cccc(C(=O)OCc2csc(-c3ccccc3)n2)c1
1.1 | CCOc1ccccc1N1CN(Cc2ccccc2)CNC1=S
-1.9 | Cc1cc2cc(C=C(C#N)C#N)c(Cl)nc2cc1C
-0.2 | CCOc1ccc(CNC(=O)C2Cc3cc(S(=O)(=O)N4CCCC4)ccc3N2C(C)=O)cc1 (stereo not drawn)
2.3 | Cc1cc(/C=C2/C(=N)N3C(c4ccccc4)=CSC3=NC2=O)c(C)n1-c1ccc(Cl)cc1

(more compounds)
TTR transcr act | compound
1.4 | Cc1ccc(C(=O)C(C)OC(=O)Cn2c(C)csc2=O)cc1 (stereo not drawn)
0.0 | COc1ccc(CSc2nnc(C)n2N)cc1[N+](=O)[O-]
-1.7 | O=C(Nc1ccccc1)Nc1nc2ncccn2c1-c1ccc(C(F)(F)F)cc1
1.2 | CC(=O)OCC(=O)Nc1ccc([N+](=O)[O-])cc1Cl
-1.8 | COC(=O)c1cc(NS(=O)(=O)c2ccc3c(c2)c(=O)n(C)c(=O)n3C)cc(C(=O)OC)c1
3.9 | Cc1cc(NC(=O)CSc2nnc(-c3ccco3)n2Cc2ccco2)no1
1.0 | CCOc1ccc(CCNC(=O)C(O)c2ccccc2)cc1 (stereo not drawn)
1.5 | CC1=C(C(=O)N2CCCCCC2)CC(CC(=O)NCCc2ccccn2)C(=O)N1Cc1ccccc1 (stereo not drawn)
-0.8 | CCOc1ccc(-c2cc(C(=O)NCC3CCCO3)c3ccccc3n2)cc1 (stereo not drawn)
-2.0 | O=C(Nc1nc2ccccc2[nH]1)c1cc(F)cc(F)c1
2.0 | COc1cccc(CC2(CO)CCCN(Cc3ccc(CN4CCCCC4)s3)C2)c1 (stereo not drawn)
-1.0 | N#Cc1ccc(OCC(=O)N/N=C2\CCc3ccccc32)cc1
3.3 | O=S(=O)(Cc1cnc(Cl)s1)c1ccccc1
-0.6 | CCCc1ccc(-c2cc(NC(=O)CSc3nnc(N)s3)n(-c3ccccc3)n2)cc1
0.8 | [O-][n+]1cccc2cccc(O)c21
-1.2 | Cc1ccc(NC(=O)COC(=O)C2C3CC4OC(=O)C2C4C3)cc1Cl (stereo not drawn)
-0.5 | CCN(C(=S)NCCOC)c1cccc2ccccc12
2.1 | COc1cc(OC)cc(Oc2ccc(S(=O)(=O)N3CCCCC3)cc2[N+](=O)[O-])c1
3.3 | Cc1ccc(S(=O)(=O)NCC(=O)N(CC(=O)NC2CCCC2)c2ccc3c(c2)OCCO3)cc1
-1.2 | CCn1cc(C(=O)N(CCCN2CCOCC2)Cc2ccco2)c(=O)c2ccc(C)nc21
-0.3 | CCOc1ccc(S(=O)(=O)N2CCCC(C(=O)NC3CCCC3)C2)cc1 (stereo not drawn)
-1.6 | COc1ccc(C(=O)NCC(C)(C)SCc2c(C)cc(C)cc2C)cc1
2.0 | CC1CCN(CCc2nc3cc(NS(=O)(=O)c4ccc(F)cc4)ccc3n2C)CC1
-1.6 | CCOC(=O)c1c(C)[nH]c(C(=O)Cn2nnc(-c3ccccc3Cl)n2)c1C
1.9 | CCOc1ccccc1-n1c(SCC(=O)N2CCCC2)nnc1-c1ccoc1C
-3.5 | COC(=O)c1[nH]c2ccc(C)cc2c1NC(=O)NC1CCCCC1
1.2 | CC1COc2c3ccccc3nn21 (stereo not drawn)
-0.7 | CC(OC(=O)CN1C(=O)c2ccccc2C1=O)C(=O)c1ccccc1 (stereo not drawn)
2.4 | COc1cccc(NC(=O)CN(C)C(=O)Cc2cccc3ccccc23)c1
2.6 | Cc1cc(Nc2cnc3ccccc3n2)n(-c2ccccc2)n1
0.5 | Cc1cc(C)c2c(n1)nn1c(NCCN3CCOCC3)cc(C)nc21
0.3 | COc1ccc(Cn2cc(F)c(=O)n(C)c2=O)cc1[N+](=O)[O-]
-0.8 | COC1CCC2(C)C(=CCC3C4CC(O)CC4(C)CCC32)C1 (stereo not drawn)
-2.2 | COc1cc(/C=C/C(=O)OCC(=O)NC(=O)NC(C)C)cc(S(=O)(=O)N2CCc3ccccc32)c1OC
3.2 | COc1ccc(C(=O)N2CCN(C(=O)C3CCCO3)CC2)cc1[N+](=O)[O-] (stereo not drawn)
-0.4 | CC(C)(C)NC(=O)C(c1ccc(O)cc1)N(C(=O)CCC(=O)Nc1nccs1)c1cccc(F)c1 (stereo not drawn)
-1.4 | Cc1ccc(NC(=O)NCc2ccc3c(c2)OCO3)cc1
-1.8 | O=C(NCCc1ccccc1)C(c1ccc(F)cc1)N(C(=O)c1csnn1)C1CC1 (stereo not drawn)
-1.0 | Cc1nn(-c2ccccc2)c(Cl)c1C1C(C#N)=C(N)OC2=C1C(=O)CC(C)(C)C2 (stereo not drawn)
-0.8 | N#CC1=C(N)SC(N)=C(C#N)C1c1cccc(O)c1
-0.5 | CSCCC(NC(=O)c1ccc(Cl)cc1Cl)C(=O)N(C)Cc1nc2ccccc2c(=O)[nH]1 (stereo not drawn)
-0.5 | O=C(COC(=O)CNS(=O)(=O)c1ccc(Br)cc1Cl)NC1CCCC1
1.5 | CCCCn1nnnc1C1(C)CCC(=O)N1Cc1ccc(OC)cc1 (stereo not drawn)
-0.1 | CNCc1nc2ccccc2[nH]1
-0.6 | CC(CCc1ccccc1)NC(=O)c1ccccc1F (stereo not drawn)
-3.4 | CCSc1nnc(NC(=O)c2ccc3c(c2)OCO3)s1
-0.9 | Cc1cccc(-c2ncc(CN3CCN(CC(C)C)C(CCO)C3)cn2)c1 (stereo not drawn)
-1.5 | CN(C)S(=O)(=O)c1ccc(N2CCCC2)c(C(=O)NNC(=O)COc2ccc(Cl)cc2)c1
0.3 | S=C(NCc1ccco1)N1CCOCC1
1.4 | CCOC(=O)C1=C(C)Nc2[nH]c(=O)[nH]c(=O)c2C1c1cccs1 (stereo not drawn)
-1.8 | C#CCOCCOCCOCCNc1nc(N2CCOCC2)nc(N2CCN(C(=O)CCCCCCCCCCNC(=O)[C@@H](CCSC)n3cc(CCO)nn3)CC2)n1

Random excerpt: 3 records from the list, in no set order.
TTR transcr act | compound
-1.8 | O=C(NCCc1ccccc1)C(c1ccc(F)cc1)N(C(=O)c1csnn1)C1CC1 (stereo not drawn)
-0.5 | CSCCC(NC(=O)c1ccc(Cl)cc1Cl)C(=O)N(C)Cc1nc2ccccc2c(=O)[nH]1 (stereo not drawn)
1.4 | CCOC(=O)C1=C(C)Nc2[nH]c(=O)[nH]c(=O)c2C1c1cccs1 (stereo not drawn)

Assay outcomes (PubChem BioAssay)
